Pf growth 48h: Primary qHTS for delayed death inhibitors of the malarial parasite plastid, 48 hour incubation; P. falciparum luciferase growth in erythrocytes, 48 h; Potency, µM (doses to about 28.7 µM), for inactives: top-dose activity change, negative = inhibition, hits mostly inhibitors; 5.9% of 310,000 active; AID 504832, 2011
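Growth was read as firefly luciferase luminescence after a 48 h, 37 C, 5% CO2 exposure of compounds to reporter-bearing P. falciparum cultures (0.1% parasitemia, 2% hematocrit final) in Albumax-supplemented RPMI 1640.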
HCV inhibitor: qHTS Assay for Inhibitors of Hepatitis C Virus (HCV); Potency, µM (series often up to 41.8 µM), for inactives: at the top dose activity change, negative = inhibition, hits mostly inhibitors; AID 651820, 2012; 3.4% of 340,000 active; Huh7.5.1 HCVcc-Cre infection, luciferase reporter, 44 h
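Cells (1,000/well) were plated 4 h before compound, then infected with HCVcc-Cre virus (~0.5 moi). After 44 h further culture, infection was read as luciferase luminescence following a 15 min substrate incubation at room temperature.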
LmPK inh: qHTS Assay for Inhibitors of Leishmania Mexicana Pyruvate Kinase (LmPK); Q27686; purified LmPK, Kinase-Glo ATP luminescence, 1 h; Potency, µM (series often up to 57.5 µM), inactives show at the highest dose activity change, negative = inhibition, hits mostly inhibitors; 0.37% of 290,000 active; AID 1721, 2009
Target sequence (Q27686 whole entry, looked up): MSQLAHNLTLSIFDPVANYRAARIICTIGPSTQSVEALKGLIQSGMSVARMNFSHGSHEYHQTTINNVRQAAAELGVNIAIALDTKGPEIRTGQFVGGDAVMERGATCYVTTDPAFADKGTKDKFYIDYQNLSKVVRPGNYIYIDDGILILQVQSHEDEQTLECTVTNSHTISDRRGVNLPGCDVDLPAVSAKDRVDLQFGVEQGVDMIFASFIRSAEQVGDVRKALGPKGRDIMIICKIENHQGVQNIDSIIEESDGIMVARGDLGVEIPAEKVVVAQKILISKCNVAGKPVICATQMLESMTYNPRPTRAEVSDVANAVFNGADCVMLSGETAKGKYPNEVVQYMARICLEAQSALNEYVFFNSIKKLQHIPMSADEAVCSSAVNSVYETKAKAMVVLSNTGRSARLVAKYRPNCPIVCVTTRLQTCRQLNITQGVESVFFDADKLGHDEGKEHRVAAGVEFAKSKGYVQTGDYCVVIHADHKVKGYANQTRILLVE
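Purified LmPK (0.1 nM) with 0.5 mM PEP and 0.1 mM ADP in imidazole buffer pH 7.2 with MgCl2/KCl, 1 h at room temperature. ATP formed was read by luciferase luminescence and normalized to no-enzyme and uninhibited controls.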
Sm TGR inh: qHTS Assay for the Inhibitors of Schistosoma Mansoni Peroxiredoxins. Schistosoma mansoni thioredoxin glutathione reductase (TGR), Q962Y6. purified TGR, DTNB reduction, TNB absorbance 405 nm. Potency, µM (highest dose often 114 µM), for the others: at the top dose activity change, negative = inhibition, actives largely listed as inhibitors. 3% of 360,000 active. AID 485364, 2010; also: nearly all actives have a fitted effect of over 60% in size
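Kinetic colorimetric format: TGR-catalysed, NADPH-driven DTNB reduction monitored via TNB absorbance. Enzyme dispensed at 20 nM; compound exposure 15 min at room temperature before reaction start.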
TbPYK inhibitor: qHTS of Trypanosoma Brucei Inhibitors | Potency, µM (top dose mostly 76.8 µM), without a hit: top-dose activity, negative = inhibition, hits mostly inhibitors | 0.12% of 410,000 active | TbPYK enzyme, Kinase-Glo Plus ATP luminescence, 45 min; also: nearly all actives have a fitted effect of over 50% in size
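Activity of T. brucei pyruvate kinase was followed by Kinase-Glo Plus luminescence after the enzyme reacted 45 min at room temperature with 130 uM ADP (final) and substrate. Test compounds were added before ADP at multiple concentrations.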
Pf growth 96h: Primary qHTS for delayed death inhibitors of the malarial parasite plastid, 96 hour incubation; P. falciparum luciferase reporter growth, 96 h; Potency, µM (top dose mostly 28.7 µM), for the others: top-dose activity change, negative = inhibition, most hits filed as inhibitors; 6.9% of 320,000 active
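Cell-based qHTS: luciferase-tagged P. falciparum in erythrocytes (2% hematocrit, 0.05% parasitemia final) incubated with compounds for 96 hours, 37 C, 5% CO2; luciferase detection reagent then added and luminescence measured.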
The depositor's hits bear a star; ? = inconclusive; / = no result given; & = joins results of further samples; [ ] = another dose, or the depositor's remark. Calls follow the shape of the dose curve; as a rule, active = well fitted curve in the direction sought with a large enough effect; inconclusive = small, poorly fitted or top-dose-only effect, or another doubt; inactive = no such curve, though single readings can be large; an effect the other way counts as inactive or inconclusive. % is scaled to controls: 0 for no effect and ±100 for the full control effect; potency is read from the fitted curve at half-maximal effect.

SMILES | Pf growth 48h | HCV inhibitor | LmPK inh | Sm TGR inh | TbPYK inhibitor | Pf growth 96h
C=CCc1c(C)c(C#N)c2nc3ccccc3n2c1NCCN(C)C | ? | ? | -7% | -30% | -6% | ?
CCCN(C(=O)CSc1nc2cc(S(=O)(=O)N(CC)CC)ccc2o1)C1CCS(=O)(=O)C1 (centres undefined) | ? | ? | / | -10% | 6% | 5.2µM*
COc1ccc(Cn2nnnc2C(c2ccc(F)cc2)N2CCN(C3CCCC3)CC2)cc1 (centres undefined) | ? | ? | 4% | -3% | -1% | 0%
O=C(NCCc1ccc(F)cc1)c1cc(=O)c2ccccc2o1 | 8% | -17% | 13% | -17% | 0% | -27%
COc1cc(NC(=O)c2ccc(C)cc2)ccc1NC(=O)c1cc2ccccc2o1 | 12%[0.00184 µM] | -9% | 6% | -9%&4% | 4%&1% | 38%[activator]
Cc1cc2c(=O)n(C)c(SCC(=O)c3cc4ccccc4o3)nc2s1 | 3% | ? | -1% | -3% | 0% | 286%[activator]
O=C(NCc1ccc2c(c1)OCO2)c1ccc(CS(=O)(=O)c2ccc(Br)cc2)o1 | / | ? | 12% | -16% | -3% | 3%
CCOC(=O)CSc1nc2sc(C)c(C)c2c(=O)n1C | -13% | 4% | -8% | -7% | 0% | -11%
Cc1cnc(NC(=O)Nc2ccc(OCc3ccccc3)cc2)c(Br)c1 | 23% | ? | -4% | -3% | -12% | 2%
Cc1sc2ncnc(SCC(=O)NC3CCCC3)c2c1C | 8% | -6% | -2% | -4% | -3% | ?
CC1CCc2c(sc(NC(=O)CSc3nnc(-c4ccccc4)o3)c2C#N)C1 (centres undefined) | 18% | 0% | 1% | -2% | 5% | 288%[activator]
CC(C)CN(C(=O)COC(=O)c1ccccc1NCc1ccco1)c1c(N)n(Cc2ccccc2)c(=O)[nH]c1=O | ? | ? | / | 1% | -3% | ?
Cn1ncc2nc[nH]c(=O)c21 | 9% | 8% | 4% | 7% | -3% | /
Cc1cccc(C)c1OCC(O)CN1CCCCC1 (centres undefined) | -7% | -1% | 3% | 14% | 0% | 2%
CCOc1ccccc1CNC(=O)C1CCN(C(=O)c2sccc2-n2cccc2)CC1 | ? | ? | 11% | -4% | -7% | ?
CCOc1ccccc1Nc1nnc(Cc2ccccc2Cl)c(=O)[nH]1 | ? | ? | 5% | 2% | 5% | ?
Cc1ccccc1-n1ncc(C(C)NC(=O)c2ccccc2)c1C (centres undefined) | 15% | ? | -2% | / | 11% | 12%
Cc1ccc2c(c1)C(c1ccccc1)N(C(=O)c1cc3ccccc3oc1=O)CC(=O)N2 (centres undefined) | 17% | 11% | 6% | 5% | 1% | -3%
CCOC(=O)Cc1csc(NC(=O)CSc2nnc(-c3ccncc3)o2)n1 | 3% | ? | 1% | / | 4% | 16%
Brc1cc2c(cc1Br)OCCOCCOCCO2 | 28% | 12% | 0% | -7% | 3% | 4%
O=C(CN1CCN(C(C(=O)Nc2ccc(F)cc2)c2ccccc2)CC1)NC1CC1 (centres undefined) | ? | 30%[activator] | / | -4% | -6% | 15µM*
COc1ccc(N2C(=O)CCC(C(=O)N3CCOCC3)C2c2ccc(F)cc2)cc1 (centres undefined) | 3% | 18% | -5% | -12% | -2% | 477%
CC(C)(C)c1ccc(C(=O)NC(=O)COC(=O)CCS(=O)(=O)c2ccccc2)cc1 | 14% | -3% | / | 0% | 4% | 49%[activator]
CS(=O)(=O)c1ccc2nc(NC(=O)c3ccc(Cl)cc3)sc2c1 | 35%[activator] | -14% | 1% | -5% | 0% | ?
COc1ccc(Cn2c(=O)c3[nH]cnc3n(-c3ccccc3C)c2=O)cc1 | -11% | ? | 1% | -6% | -6% | 0%
COc1ccc(C)cc1NC(=O)CSc1nnc(COc2ccc(Cl)cc2)n1Cc1ccco1 | ? | ? | 2% | ? | -1% | ?
Cc1ccc(-c2csc(NC(=O)CSc3nc4ccccc4o3)n2)cc1 | 30% | -16% | -2% | 0% | -3% | 40%[activator]
O=C(CN(CC1CCCO1)S(=O)(=O)c1ccc(S(=O)(=O)NCC2CCCO2)cc1)Nc1ccccc1 (centres undefined) | -15% | ? | -1% | 9% | -5% | -13%
Cc1[nH]c(=O)[nH]c(=O)c1CSc1nnc([C@H](CC(C)C)NC(=O)OC(C)(C)C)o1 | 33%[activator] | 15% | 5% | -13% | -8% | ?
COc1cc(/C=N/NC(=O)c2cccnc2)ccc1OC(=O)c1ccco1 | -1% | 10% | -5% | 93%[activator] | -31% | 54%[activator]
O=C(Cc1ccccc1)NC(c1ccco1)c1c(O)ccc2ccccc12 (centres undefined) | ? | ? | -3% | -20%[57.1 µM] | -2% | 5%
Cc1cc(Cl)c2oc(C(=O)NC(C)c3ccncn3)c(C)c2c1 (centres undefined) | 0% | -24% | -1% | -17% | -2% | ?
Cc1ccc(OCC(=O)Nc2ccccc2C(=O)NC2CC2)cc1C | 71%[activator] | ? | -1% | 35µM* | 6% | 3%
CC(C)c1ccc(/C=C(\NC(=O)c2ccccc2)C(=O)NCCCn2ccnc2)cc1 | ? | 7% | -1% | 1% | 0% | -18%
Cc1cc(C)n2nc(SCc3nnc(-c4ccccc4Br)o3)nc2n1 | ? | -15% | 11% | 2% | 2% | ?
CCN(C(=O)c1ccc(S(C)(=O)=O)cc1)C12CC3CC(CC(C3)C1)C2 | -19% | 19% | 4% | 11% | 1% | ?
Cc1ccc(-c2ccc(/C=C(\C#N)C(N)=S)n2C)cc1 | 5% | 4% | 3% | 1% | -6% | ?
Cc1nc(N2CCCCC2)sc1C=O | 10% | / | 1% | 3% | / | 30%[activator]
COC(=O)c1cccnc1SCc1ccccc1 | -4% | 6% | -5% | -9% | 5% | -19%
CCOc1ccc(NC(=O)c2cc(C)nc3ccccc23)cc1 | 2% | 3% | 1% | 2% | 14% | 14%
O=C(Nc1ccc(F)cc1)c1cc(S(=O)(=O)Nc2ccc(F)cc2)cs1 | 13% | -2% | 9% | 17% | 5% | 12µM*
COC(=O)c1ccc(NC(=O)CN(c2ccc3c(c2)OCO3)S(C)(=O)=O)cc1 | 16% | 6% | 0% | -21% | 0% | 35%[activator]
Cc1onc(-c2c(F)cccc2Cl)c1C(N)=S | ? | 10% | 8% | 4% | 1% | 34%[activator]
COc1ccccc1/C=C/C(=O)OCC(=O)N1CCc2ccccc21 | -22% | 8% | / | -14% | -1% | -16%
Cc1cc(-n2nc(C)cc2C)n2ncc(-c3ccccc3)c2n1 | 12% | -47% | -1% | 13% | -1% | 0%

Record cards, as listed above. Order of values: Pf growth 48h, HCV inhibitor, LmPK inh, Sm TGR inh, TbPYK inhibitor, Pf growth 96h
`Cc1cc(Cl)c2oc(C(=O)NC(C)c3ccncn3)c(C)c2c1` (centres undefined) as listed: 0%, -24%, -1%, -17%, -2%, ?
`Cc1ccc(-c2ccc(/C=C(\C#N)C(N)=S)n2C)cc1` as listed: 5%, 4%, 3%, 1%, -6%, ?
`O=C(Cc1ccccc1)NC(c1ccco1)c1c(O)ccc2ccccc12` (centres undefined) as listed: ?, ?, -3%, -20%[57.1 µM], -2%, 5%

(further entries)
SMILES | Pf growth 48h | HCV inhibitor | LmPK inh | Sm TGR inh | TbPYK inhibitor | Pf growth 96h
Nc1nc(SCC(=O)Nc2ccccc2)[nH]c(=O)c1NC(=O)c1cccs1 | 18% | 19% | -1% | -13% | 0% | -10%
COc1ccc(NCC(=O)N/N=C/C=C/c2ccccc2[N+](=O)[O-])cc1 | 6% | -21% | 4% | 6% | -10% | 7%
NS(=O)(=O)c1ccc(CCNCC(=O)N2CCC(Cc3ccccc3)CC2)cc1 | 5% | 11µM* | 2% | -12% | 2% | -4%
COc1ccc(C(=O)CSc2nnc(-c3cnccn3)n2Cc2ccco2)cc1 | / | -21% | 14% | 35µM* | -1% | /
COC(=O)C1=C(c2ccc(OCc3ccccc3)cc2)C[C@@H]2CC[C@H]1N2C(=O)NCc1ccc(OC)c(OC)c1 | ? | 10µM* | / | -6% | 2% | ?
CC1(C)CC2=C(CO1)C(=S)NC(c1ccccc1)N2CC1CCCO1 (centres undefined) | ? | 4% | 1% | -22% | 3% | ?
COc1cccc(C(=O)NCCn2ccc3ccccc32)c1 | 0% | -16% | -13% | 0% | 4% | 117%[activator]
O=C(NC1CCCC1)C(c1ccncc1)N(C(=O)c1ccco1)c1ccc(F)c(Cl)c1 (centres undefined) | ? | 2% | -4% | -22% | -3% | -1%
CC1CCN(C2CCN(S(=O)(=O)c3ccc(C(F)(F)F)cc3)CC2)CC1 | 4% | -9% | 0% | -9% | 2% | 6%
CC(=O)Cc1nsc(NC(=O)c2ccc(COc3ccccc3C)o2)n1 | 16% | 6% | -1% | -18% | 3% | -28%
O=S(=O)(CCn1cccc1)CCn1cccc1 | -11% | 18% | 1% | 2% | -1% | ?
O=C(CSC(=S)N1CCOCC1)c1ccccc1 | 129%[activator] | 24% | ? | 0% | -8% | 2%
Cc1sc2nc(C3CC3)nc(N3CCN(C(=O)c4ccccc4F)CC3)c2c1C | ? | ? | -5% | 0% | -22% | 48%[activator]
CCOC(=O)/C=C/C(=O)OCC(=O)Nc1ccc(C)cc1 | -6% | 2% | 0% | 13µM* | -1% | -17%
O=C(/C=C/c1ccccc1)Nc1ccc2c(c1)C(=O)NC2=O | 0% | 11% | 2% | 10% | 2% | 0%

In the list so far, these contain a cyano group.
SMILES | Pf growth 48h | HCV inhibitor | LmPK inh | Sm TGR inh | TbPYK inhibitor | Pf growth 96h
C=CCc1c(C)c(C#N)c2nc3ccccc3n2c1NCCN(C)C | ? | ? | -7% | -30% | -6% | ?
CC1CCc2c(sc(NC(=O)CSc3nnc(-c4ccccc4)o3)c2C#N)C1 (centres undefined) | 18% | 0% | 1% | -2% | 5% | 288%[activator]
Cc1ccc(-c2ccc(/C=C(\C#N)C(N)=S)n2C)cc1 | 5% | 4% | 3% | 1% | -6% | ?

Compound activity deposited in PubChem by National Center for Advancing Translational Sciences (NCATS).
